G9a block = qHTS Assay for Inhibitors of Histone Lysine Methyltransferase G9a; Potency, µM (titrated, usually from 102 µM), for the others: at the top dose activity, negative = inhibition, most hits filed as inhibitors; hit rate 8.8% among 350,000; Histone-lysine N-methyltransferase EHMT2 (Homo sapiens), Q96KQ7; G9a H3K9 monomethylation, AlphaScreen, 2 h; note: potency is the fitted concentration of half-maximal effect; % is set by controls: 0 for no effect and ±100 for the full control effect; nearly all actives have a fitted effect of over 75% in size
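Compounds were preincubated with 20 nM G9a for 15 min, after which biotinylated H3K9 peptide (500 nM) and SAM (20 uM) started a 2 h room-temperature reaction. Monomethylated product was quantified by antibody-based AlphaScreen chemiluminescence.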
Pin1 inh = qHTS Assay to Find Inhibitors of Pin1 | Peptidyl-prolyl cis-trans isomerase NIMA-interacting 1 (Homo sapiens), Q13526 | Pin1 FP peptide displacement, HiFluor488, 10 min | Potency, µM (titrated, usually from 115 µM), without a hit: at the highest dose activity, negative = inhibition, most hits filed as inhibitors | hit rate 0.009% among 390,000; active = well fitted inhibition curve with a large enough effect in the polarisation, with a control signal flat, not every such curve was filed as active; inconclusive = small, poorly fitted or top-dose-only effect, or effect the other way, or a change in a side signal; inactive = no such curve, though single readings can be large or run the other way; the % refers to the polarisation; note: potency is the fitted concentration of half-maximal effect; % is set by controls: 0 for no effect and ±100 for the full control effect
Target sequence (Q13526 whole entry, looked up): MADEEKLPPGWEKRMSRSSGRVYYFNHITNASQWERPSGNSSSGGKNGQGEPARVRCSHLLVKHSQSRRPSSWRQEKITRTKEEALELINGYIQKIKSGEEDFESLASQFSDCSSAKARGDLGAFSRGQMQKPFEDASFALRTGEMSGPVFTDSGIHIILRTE
HP1b binding inh = HTS for Inhibitors of HP1-beta Chromodomain Interactions with Methylated Histone Tails | Chromobox protein homolog 1 (Homo sapiens), P83916 | AlphaScreen HP1-beta / biotin-H3K9me3 peptide binding | Potency, µM (series often up to 114 µM), inactives show at the highest dose activity change, negative = inhibition, hits mostly inhibitors | hit rate 0.56% among 390,000 | AID 540317, 2011; note: potency is the fitted concentration of half-maximal effect; nearly all actives have a fitted effect of over 70% in size; inactives centre near 23
Target sequence (P83916 whole entry, looked up): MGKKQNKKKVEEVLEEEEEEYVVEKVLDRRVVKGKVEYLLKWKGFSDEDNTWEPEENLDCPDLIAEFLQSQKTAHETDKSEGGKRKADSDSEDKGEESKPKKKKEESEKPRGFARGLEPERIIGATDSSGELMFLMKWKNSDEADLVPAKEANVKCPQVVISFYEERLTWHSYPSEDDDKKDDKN
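AlphaScreen: HP1-beta (50 nM) preformed 30 min with biotin-H3(1-18)K9me3 peptide (50 nM) in PBS pH 7.4, 0.01% Tween-20. Compound added for 30 min at RT, then streptavidin donor/nickel chelate acceptor beads (10 ug/mL) for 30 min.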
GLS inhibitor = qHTS for Inhibitors of Glutaminase (GLS); GLS enzymatic activity, qHTS titration; hit rate 0.21% among 410,000; Potency, µM (titrated, usually from 45.5 µM), without a hit: at the highest dose activity change, negative = inhibition, most hits filed as inhibitors; Glutaminase kidney isoform, mitochondrial (Homo sapiens), O94925; note: potency is the fitted concentration of half-maximal effect; % is set by controls: 0 for no effect and ±100 for the full control effect
Target sequence (O94925 whole entry, looked up, canonical isoform): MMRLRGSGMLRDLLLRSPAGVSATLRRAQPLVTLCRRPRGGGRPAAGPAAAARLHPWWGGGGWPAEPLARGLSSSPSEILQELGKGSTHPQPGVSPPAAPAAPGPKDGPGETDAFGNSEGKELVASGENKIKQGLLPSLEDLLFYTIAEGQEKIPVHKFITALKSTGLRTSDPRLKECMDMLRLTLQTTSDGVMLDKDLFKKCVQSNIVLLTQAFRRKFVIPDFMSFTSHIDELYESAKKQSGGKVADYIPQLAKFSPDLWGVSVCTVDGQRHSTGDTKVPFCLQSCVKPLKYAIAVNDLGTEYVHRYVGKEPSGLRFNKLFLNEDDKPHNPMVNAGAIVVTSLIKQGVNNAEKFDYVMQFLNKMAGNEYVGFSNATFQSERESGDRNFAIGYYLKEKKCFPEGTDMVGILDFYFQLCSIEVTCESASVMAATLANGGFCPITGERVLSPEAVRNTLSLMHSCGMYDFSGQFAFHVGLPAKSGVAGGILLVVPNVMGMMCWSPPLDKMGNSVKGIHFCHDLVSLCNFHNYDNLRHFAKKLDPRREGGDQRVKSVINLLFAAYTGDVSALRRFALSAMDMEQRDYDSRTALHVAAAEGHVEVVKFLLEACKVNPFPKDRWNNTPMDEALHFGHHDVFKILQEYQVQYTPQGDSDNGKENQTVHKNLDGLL
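Two-point fluorescence kinetic (t0, 30 min RT) for hKGA; glutamate detected via glutamate oxidase–HRP–Amplex Red. Substrate: 1 mM L-glutamine solution; buffer 45 mM KH2PO4, pH 8.2.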
BAZ2B block = qHTS Assay for Inhibitors of BAZ2B. Bromodomain adjacent to zinc finger domain protein 2B (Homo sapiens), Q9UIF8. AlphaScreen BAZ2B-H3K14Ac peptide displacement. Potency, µM (doses to about 114 µM), inactives show top-dose activity change, negative = inhibition, usual class: inhibitors. hit rate 4.4% among 360,000. AID 504333, 2011; note: potency is the fitted concentration of half-maximal effect; % is set by controls: 0 for no effect and ±100 for the full control effect; nearly all actives have a fitted effect of over 60% in size
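Complex of BAZ2B and biotin-H3K14Ac (50 nM apiece) forms over 30 min at RT, then faces library compounds up to 110 uM for another 30 min; AlphaScreen beads added, 20 min dark incubation, luminescence read.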
PI4K2A inh = qHTS for small molecular inhibitors of PI4K2A; activity change, negative = inhibition, % at 76.9 µM; purified PI4K2A, ADP-Glo luminescence, 1 h; stronger effect = lower value; hit rate 0.13% among 420,000; in the data active = activity change below about -50%; inconclusive = mostly about -30% to -49%;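 note: -100% = wells without enzyme as full effect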
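ADP-Glo luminescence measured ADP generated by PI4K2A enzyme (4 ug/mL before mixing) with 1.2 mM PI substrate (pre-mix) and 300 microM ATP (pre-mix). Tris pH7.5 buffer with MgCl2, Triton X-100; 1 h reaction at ambient temperature.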
ERG Ets-DNA blk = qHTS for Small Molecule Inhibitors of the ERG Ets/DNA interaction | Transcriptional regulator ERG (Homo sapiens), P11308 | fluorescence polarization, His-ERG Ets domain / labelled DNA | Potency, µM (titrated, usually from 76.9 µM), without a hit: top-dose FP activity, negative = inhibition, usual class: inhibitors | hit rate 0.028% among 370,000; active = well fitted inhibition curve with a large enough effect in the polarisation, with a control signal flat; inconclusive = small, poorly fitted or top-dose-only effect, or effect the other way, or a change in a side signal; inactive = no such curve, though single readings can be large or run the other way; the % refers to the polarisation;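 note: polarization taken with two DNA probes labelled with fluorescein and Texas red; potency is the fitted concentration of half-maximal effect; % of control where 0% means no effect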
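His-tagged ERG Ets domain (1 uM in the protein solution; 300mM KCl, 50mM Tris-HCl, 1mM EDTA, 1mM DTT, pH 7.5) received compound, then a probe mix of 5 nM fluorescein-DNA and 100nM Texas-615-DNA. Fluorescence polarization was read for both dyes.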
JMJD2A Tudor = qHTS Assay for Inhibitors of JMJD2A-Tudor Domain; hit rate 4.4% among 390,000; AID 504339, 2011; Potency, µM (titrated, usually from 114 µM), for inactives: at the highest dose activity change, negative = inhibition, actives largely listed as inhibitors; AlphaScreen JMJD2A-Tudor / H3K4me3 peptide binding; note: potency is the fitted concentration of half-maximal effect; % is set by controls: 0 for no effect and ±100 for the full control effect; nearly all actives have a fitted effect of over 50% in size
Tb PGK inh = qHTS Assay to Find Inhibitors of Phosphoglycerate Kinase | PGK/GAPDH coupled, Kinase-Glo luminescence, 60 min | AID 602233, 2012 | Potency, µM (titrated, usually from 57.5 µM), for inactives: at the top dose activity change, negative = inhibition, actives largely listed as inhibitors | hit rate 0.043% among 380,000 | Phosphoglycerate kinase, glycosomal (Trypanosoma brucei brucei), P07378; note: potency is the fitted concentration of half-maximal effect; % is set by controls: 0 for no effect and ±100 for the full control effect; nearly all actives have a fitted effect of over 60% in size
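Luminescent ATP detection (Kinase-Glo Plus) follows a 60-minute room-temperature incubation, with wells lacking PGK as controls. Buffer: 100 mM TEA (pH 7.6), 5 mM MgCl2, 0.01% Tween-20. Coupling enzyme GAPDH (100 nM final) supplies unstable 1,3-BPG in-well.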
An asterisk follows results filed as active; i = inactive; ? = inconclusive; · = not tested or not shown; & = joins results of further samples; [ ] = remark or other dose. Unless noted, calls come from the whole dose curve; as a rule, active = well fitted curve in the direction sought with a large enough effect; inconclusive = small, poorly fitted or top-dose-only effect, or another doubt; inactive = no such curve, though single readings can be large; an effect the other way counts as inactive or inconclusive.

SMILES	G9a block	Pin1 inh	HP1b binding inh	GLS inhibitor	BAZ2B block	PI4K2A inh	ERG Ets-DNA blk	JMJD2A Tudor	Tb PGK inh
CCc1cc(C(=O)N2CCCC(C(=O)c3ccc(OC)c(F)c3)C2)n(C)n1 (stereo unspecified)	5%	0%	25%	8%	3%	-1	16%	-3%	-2%
CC1CCCCC1NC(=O)COC(=O)/C=C/c1ccc2c(c1)OCO2 (stereo unspecified)	-14%[59 µM]	-2%	38%	-7%	11%	-2	13%	-4%	-2%
COc1ccc(NC(=S)NCCN2CCC(C)CC2)cc1Cl	11µM*	1%	-17%	24%	-6%	1	7%	-27%	-2%
COc1cccc(CN2c3ccccc3-c3nc(SCC(=O)Nc4ccccc4Cl)ncc3S2(=O)=O)c1	6%[59 µM]	?	36%	2%	6%	3	8%	-9%	-4%
COC(=O)/C(=C\c1ccc([N+](=O)[O-])o1)NC(=O)c1ccccc1	-37%[59 µM]	14%	21%	-2%	-4%	-1	9%	0%	-11%
COc1ccc(CNc2cc(C)ccn2)cc1	2%	-2%	16%	26%	?	0	11%	-8%	5%
COCCn1c(CNC(=O)c2ccccc2C)nc2cccnc21	42%[59 µM]	1%	26%[57 µM]	2%	2%	-2	-5%	-3%	1%
CC1=C(C(=O)Nc2cccc(C(F)(F)F)c2)C2(CCN(C(C)C)CC2)OC1=O	1%[59 µM]	5%	30%	0%	5%	-15	-2%	-6%	-6%
CC(C)(C)c1ccc(C(=O)NCc2cccnc2)cc1	1%[59 µM]	2%	61%[activator]	5%	·	0	-3%	0%[57.1 µM]	-4%
CC(=O)c1c(C)[nH]c(C(=O)COC(=O)c2ccc(Cl)nc2)c1C	-1%[12.7 µM]	3%	29%	2%	11%	0	1%	-14%	-4%
O=C(NCCc1ccccc1)c1ccc2nc(-c3ccco3)c(-c3ccco3)nc2c1	1.4µM*	?	?	-11%	10µM*	-24	4%	56µM*	-8%
Cc1n[nH]c(=O)c2c1nnn2Cc1ccccc1Cl	17%	1%	14%	3%	0%	1	13%	-14%	0%
COc1ccc(CCNC(=O)Cn2cnc3sc(C)c(-c4ccc(F)cc4)c3c2=O)cc1OC	-24%	16%	15%	0%	?	3	-4%	4%	-8%
C/C(=N\NC(=O)c1c(Cl)c(C)nn1C)c1ccc(NC(=O)COc2ccc(Cl)cc2C)cc1	29%	-8%	57%[activator]	-4%	-1%[57.1 µM]	-1	0%	13%	-9%
COc1ccc(-n2c(C)nnc2SCc2nc(-c3ccc(OC)c(OC)c3)no2)cc1	7%[59 µM]	2%	34%	4%	-12%	3	4%	-2%	-6%
CC(C)(C)c1nnc(N/N=C/c2ccc(Br)cc2)n(N)c1=O	13%[59 µM]	-4%	30%	8%	2%	-2	1%	-10%	-4%
COc1ccccc1N1CCN(/N=C/C=C/c2ccccc2[N+](=O)[O-])CC1	11µM*	-10%	?	-5%	11µM*	3	-15%	20µM*	i
COc1ccc(N2CCN(CC(O)COc3ccc(C)cc3C)CC2)cc1 (stereo unspecified)	40µM*	-3%&5%	?	16%&71%	40µM*	-4&-13	-3%&6%	45µM*	-9%
CC(C)N(CCC(=O)c1ccc2ccccc2c1)Cc1ccccc1	1.7µM*	?	-28%	16%	17%	30&17	-8%	50µM*	5%
COc1ccc(NC(=O)C2CCCN2S(=O)(=O)c2cccc3nsnc23)c(OC)c1 (stereo unspecified)	-5%	6%	17%	-5%	-4%	-4	-1%	-17%	-8%
COc1ccc(CCNC(=O)Cn2ncc3c(C)n(Cc4ccccc4F)c(C)c3c2=O)cc1OC	12%[59 µM]	18%	6%	-1%	-2%	0	0%	-26%	-2%
COc1ccc(N2CCN(C(=O)c3ccc(-c4ccccc4)cc3)CC2)cc1	-5%	0%	24%	13%	2%	-6	15%	-6%	i
CC(C)N(C)Cc1nnnn1CC(=O)NCc1cc(F)cc(C(F)(F)F)c1	28%	3%	30%	1%	-16%	-2	-5%	8%	2%
Cc1cc(C)c(NC(=O)CSc2ccc3nnc(CCNC(=O)c4ccccc4)n3n2)c(C)c1	38%[59 µM]	-5%	35%	-3%	-3%	0	7%	3%	i
CCOc1ccc(NC(=O)C2CCCN(S(C)(=O)=O)C2)cc1 (stereo unspecified)	38%	-6%	32%	6%	5%	3	-9%	-8%	-1%
CN(C(=O)CS(=O)(=O)Cc1ccccc1Cl)c1ccccc1	-6%[59 µM]	-1%	39%[activator]	7%	-2%	3	-4%	-4%	-2%
CCCCn1c(N)c(N(CC(C)C)C(=O)C2CCN(S(=O)(=O)c3ccc(Cl)cc3)CC2)c(=O)[nH]c1=O	-52%	-1%	12%	3%	-14%	0	10%	-10%	-6%
COc1ccc(OC)c(-c2cc(C(=O)NCc3ccco3)no2)c1	?	1%	-5%	-3%	-38%	7	-5%	-18%	-8%
CCCCn1c(N)c(N(CCOC)C(=O)C2CCN(C(=O)c3ccccc3C)CC2)c(=O)[nH]c1=O	2%[12.7 µM]	-2%	19%	-2%	6%	1	-9%	0%	1%
COCCN(CCOC)C(=O)c1ccc(NS(=O)(=O)c2ccc3[nH]c(=O)[nH]c3c2)cc1	·	-5%	21%	3%	?	0	-5%	1%	-1%
O=C(C1CC(=O)N(c2ccc(F)cc2)C1)N1CCOCC1 (stereo unspecified)	-7%[59 µM]	4%	21%	2%	-2%	1	8%	-1%	0%
Cc1nc(NC(=O)COC(=O)c2ccc(CO)cc2)c(Cl)cc1Cl	·	1%	32%	-8%	·	2	2%	-5%	3%
O=C(C1=C[C@H](c2ccc3c(c2)OCO3)C[C@H](OCCCCO)O1)N1CCOCC1	22%[59 µM]	0%	38%	2%	-10%	-3	-8%	4%	-4%
CC(C)OC(=O)c1ccc2nc3ccccc3nc2c1	-34%[2.33 µM]	-1%	-36%	10%	?	2	13%	?	-6%
Cc1[nH]c2ccccc2c1C(=O)COC(=O)c1nccnc1N	?	-6%	18%	-3%	8%	1	10%	-14%	-10%
COc1ccc(NC(=O)CNC(=O)N2CC(=O)Nc3ccccc32)cc1OC	8%[59 µM]	3%	14%	1%	-16%	-3	-2%	-29%	-5%
CCN(Cc1ccccc1)C(=S)NC(=O)c1ccccc1Br	6%	1%	33%	20%	-29%	3	14%	-22%	2%
CCOC(=O)CCCN1CC(O)=C(c2nc(-c3ccc(Cl)cc3)cs2)C1=N	-4%[59 µM]	8%	-1%	16%	-25%	-9	10%	?	6%
CSc1nc(N2CCN(c3ccccc3Cl)CC2)c2ccccc2n1	124%[activator][59 µM]	10%	45%[activator]	0%	16%	-3	-7%	32%	-6%
Cc1ccn2cc(-c3cccc(S(=O)(=O)N4CCCCC4)c3)nc2c1	-49%	-5%	3%	-1%	?	-2	5%	?	-11%
CC(C)C(=O)N1CCN(c2ccc(NC(=O)c3cccs3)cc2Cl)CC1	14%	-2%	23%	-8%	-1%	6	14%	-4%	-1%
CC(=O)Nc1ccc(NC(=O)C(C)OC(=O)[C@@H]2CCCN2C(=O)c2cccs2)cc1 (stereo partly specified)	·	-8%	30%	-32%	·	1	-14%	1%	-4%
Cc1ccc(NCCC(=O)c2cccs2)cc1Cl	-41%	-1%	37%[activator]	-8%	8%	1	0%	5%[57.1 µM]	-1%
CCOC(=O)C1CCN(S(=O)(=O)c2cc(Br)cc3c2N(C(=O)C2CC2)CC3)CC1	?	-1%	7%	-1%	6%	1	-14%	-19%	-8%
CCOC(=O)c1sc(=NC(=O)c2cccs2)n(C)c1C	-19%	?	39%	-14%	-15%	-2	-3%	-14%	-5%
Cc1ccc(O)c(NC(=O)c2cc([N+](=O)[O-])ccc2Cl)c1	?	0%	-2%	?	-2%	-1	-1%	-17%	-2%
CC1CCCCC1NC(=O)COC(=O)c1ccccc1NC(=O)c1ccco1 (stereo unspecified)	3%[12.7 µM]	2%	46%[activator]	-11%	6%	2	-4%	-7%	3%
COC(=O)c1ccc(N2C(=O)CC(SCC(=O)Nc3ccc(OC)cc3)C2=O)cc1 (stereo unspecified)	·	-3%	35%	5%	0%	-9	-11%	-9%	i
COc1ccc(S(=O)(=O)N2CCOCC2)cc1NC(=O)CSc1n[nH]c(C(C)C)n1	28µM*	0%	11%	-12%	-7%	-3	1%	-8%	-4%
CC(=O)NC(=S)Nc1ccc(S(=O)(=O)N(C)Cc2ccccc2)cc1	·	-4%	-4%	7%	?	1	10%	-30%	i
